NCI-60 one-dose screen, 48 h, at 10 µM unless noted. Numbers give growth in % (100 = growth as untreated, 0 = no growth, -100 = all killed).
M14: M14 melanoma | actives 6.2% (n = 80,000) | AID 1794745
CCRF-CEM: CCRF-CEM leukemia; actives 7% (n = 77,000)
RPMI-8226: RPMI-8226 leukemia cells. actives 7.5% (n = 77,000)
A549/ATCC: A549/ATCC NSCLC. actives 3.7% (n = 81,000)
EKVX: EKVX NSCLC; actives 3% (n = 71,000)
MOLT-4: MOLT-4 leukemia cells; AID 1794779; actives 6.9% (n = 80,000)
HOP-92: HOP-92 NSCLC cells; actives 6.3% (n = 71,000); AID 1794738
HOP-62: HOP-62 NSCLC; actives 3.9% (n = 80,000); AID 1794735
* hit, by the source's call; nt = not tested or not shown; & = joins results of further samples; [ ] = remark or other dose. The calls were made as follows: active = growth percent below 10; inactive = the rest.

Molecule | M14 | CCRF-CEM | RPMI-8226 | A549/ATCC | EKVX | MOLT-4 | HOP-92 | HOP-62
CCN1CCN(C(=O)[C@]23CCC(C)(C)C[C@H]2C2=CC[C@@H]4[C@@]5(C)C/C(=C/c6ccccn6)C(=O)C(C)(C)[C@@H]5CC[C@@]4(C)[C@]2(C)CC3)CC1 | 83 | 85 | 55 | 83 | 99 | 72 | 69 | 99
O=C(SCN1CCCCC1)c1ccccc1 | 105 | 97 | 104 | 104 | nt | 105 | 103 | 97
CC(C)Cc1ccc(C[N+]23CN4CN(CN(C4)C2)C3)cc1 | 106 | 91 | 90 | 96 | nt | 100 | 82 | 89
COc1ccc(-c2nnc(COc3ccc(C(=O)/C=C/c4ccccn4)cc3)o2)cc1 | 116 | 103 | nt | 107 | nt | 84 | 80 | 102
O=C(O)c1ccccc1-c1ccccc1C(=O)Nc1ccc2c(c1)C(O)c1ccccc1-2 (configuration not stated) | 121 | 99 | 103 | 101 | 110 | 103 | 92 | 78
Nc1c(C(=O)Nc2ccc3c(c2)OCCO3)sc2ncccc12 | 105 | nt | 111 | 96 | 93 | 116 | 84 | 88
S=c1ccnc[nH]1 | 97 | 123 | 110 | 98 | 118 | 107 | 76 | 109
CC(=O)Nc1cccc(OCc2cccc([N+](=O)[O-])c2)c1 | 114 | 99 | 132 | 91 | 97 | 109 | nt | 109
Cc1ccc(S(=O)(=O)N(c2ccc(Cl)cc2)c2ccc(Br)cc2C(=O)O)cc1 | 117 | 102 | 108 | 105 | nt | 98 | nt | 105
O=C1CCC(N2C(=O)c3cccc(NCCCOCCOCCOCCCNc4cccc5c4C(=O)N(C4CCC(=O)NC4=O)C5=O)c3C2=O)C(=O)N1 (configuration not stated) | 97 | 107 | 102 | 106 | 106 | 107 | 99 | 96
CNC(=S)NNC(=O)Cn1nc(-c2ccccc2)ccc1=O | 112 | 100 | 98 | 111 | 103 | 107 | 137 | 120
O=C(Cc1csc2ccccc12)NCC1CC1 | 103 | nt | 101 | 94 | nt | 96 | 87 | 89
CSc1ccc(/C(=N/N=C(N)N)c2ccc(Cl)cc2)cc1 | -91* | 16 | 7.0* | 4.7* | 35 | 13 | -4.2* | 6.9*
Oc1ccc(/C=N\N=C\c2ccc(O)cc2)cc1 | 109 | 93 | 106 | 99 | 102 | 101 | 109 | 113
NNC(=O)/C(=C\c1ccccc1)CC(=O)c1ccc(Cl)c(Cl)c1 | 98 | 93 | 78 | 93 | 76 | 90 | 93 | 86
c1ccc(-c2nnc3oc(-c4cccs4)nn23)cc1 | 95&101 | 64&65 | 85&97 | 92&106 | 100 | 77&89 | 129 | 125&114
NC(=O)SCC(=O)Nc1cccc(NC(=O)CSC(N)=O)c1 | 95 | 92 | 90 | 82 | 92 | 98 | 92 | 100
O=C(OCC1OC(n2cnc3c(=S)nc[nH]c32)C(OC(=O)c2ccc(Cl)cc2)C1OC(=O)c1ccc(Cl)cc1)c1ccc(Cl)cc1 (configuration not stated) | 101 | 86 | 80 | 86 | 88 | 69 | 53 | 78
O=c1cc(-c2ccncc2)oc2ccccc12 | 112 | 104 | 100 | 98 | 76 | 103 | 100 | 108
CCc1ccc(C2=C/C(=C/c3ccc(Cl)cc3)C(=O)N2CCc2ccc(S(N)(=O)=O)cc2)cc1 | 31 | 15 | 19 | 14 | 30 | -1.6* | 15 | 34

Part of the list above, field by field:
CSc1ccc(/C(=N/N=C(N)N)c2ccc(Cl)cc2)cc1
  M14: -91*
  CCRF-CEM: 16
  RPMI-8226: 7.0*
  A549/ATCC: 4.7*
  EKVX: 35
  MOLT-4: 13
  HOP-92: -4.2*
  HOP-62: 6.9*

Oc1ccc(/C=N\N=C\c2ccc(O)cc2)cc1
  M14: 109
  CCRF-CEM: 93
  RPMI-8226: 106
  A549/ATCC: 99
  EKVX: 102
  MOLT-4: 101
  HOP-92: 109
  HOP-62: 113

NNC(=O)/C(=C\c1ccccc1)CC(=O)c1ccc(Cl)c(Cl)c1
  M14: 98
  CCRF-CEM: 93
  RPMI-8226: 78
  A549/ATCC: 93
  EKVX: 76
  MOLT-4: 90
  HOP-92: 93
  HOP-62: 86

Additional structures:
Molecule | M14 | CCRF-CEM | RPMI-8226 | A549/ATCC | EKVX | MOLT-4 | HOP-92 | HOP-62
C(=N\OCc1ccccc1)/c1ccccn1 | 108 | 89 | 107 | 93 | 97 | 99 | 116 | 113
CC(C)(C)CC(C)(C)N1CNC(=S)NC1 | 100 | 94 | 76 | 44 | 101 | 100 | nt | 92
Cc1ccc(C(=O)c2ccc(CC(=O)N/N=C/c3c[nH]c4ccccc34)n2C)cc1 | 94 | 75 | 84 | 85 | 82 | 84 | 96 | 98
N#Cc1ccc(C(S(=O)(=O)Cc2ccccc2)S(=O)(=O)Cc2ccccc2)cc1 | 101 | 95 | 91 | 99 | nt | 92 | 94 | 96
Nc1c(N=Nc2ccc(-c3ccc(N=Nc4c(S(=O)(=O)O)cc5cc(S(=O)(=O)O)c(N=Nc6ccccc6)c(O)c5c4N)cc3)cc2)ccc2c(S(=O)(=O)O)cccc12 | 107 | 99 | 106 | 105 | 113 | 90 | nt | 107
CCN1CCC[C@H]1c1cc(O)c2c(c1OC)C[C@H]1C[C@H]3[C@H](N)C(=O)C(C(N)=O)=C(O)[C@@]3(O)C(=O)C1=C2O | -39* | 1.4* | -19* | 6.1* | -8.3* | -17* | -3.4* | -12*
C/C(=N\N1C(=O)c2ccccc2NC1c1ccccc1)c1c(O)cc(C)oc1=O (configuration not stated) | 93 | 61 | 80 | 86 | 81 | 73 | 74 | 80
CCc1ccc(C(c2ccc(CC)cc2)C(Cl)(Cl)CCl)cc1 | 100 | 114 | 94 | 149 | 96 | 84 | 55 | 99
COc1cc(CCNc2cnc3cc(N)cc(N)c3n2)cc(OC)c1 | nt | -53* | 86 | 112 | 123 | 5.6* | 154 | nt
CCN(CC)C(=S)SCn1nc(Cl)c2ccc([N+](=O)[O-])cc21 | 33 | 69 | 88 | 76 | nt | 87 | 19 | 90
CN(NS(=O)(=O)c1ccccc1)C(=O)c1ccccc1 | 108 | 95 | nt | 104 | 112 | 102 | 101 | 103
CCCCCCCCCOC(=O)NC1c2ccccc2Oc2ccccc21 | 93 | 83 | 89 | 104 | 98 | 82 | 77 | 86
COc1ccc(OC)c(-c2c(C#N)c(-c3ccco3)nc3c2c(-c2ccccc2)nn3-c2ccccc2)c1 | 108 | 94 | 97 | 95 | 87 | 96 | 78 | 106
O=C(NNC1=Nc2cccc3cccc1c23)c1ccc(Br)cc1 | 81 | 49 | 70 | 80 | 96 | 68 | 66 | 79
CC1CCCC(O)(C(C(=O)O)c2ccccc2)C1 (configuration not stated) | 95 | 113 | 113 | 78 | 109 | 95 | 92 | 104
CCCCOC(=O)c1cc(O)c(O)c(O)c1 | 84 | 36 | 59 | 65 | 84 | 31 | nt | 76
CN1C(=O)N(C)C2Nn3c(s/c(=C\c4ccc([N+](=O)[O-])cc4)c3=O)=NC21 (configuration not stated) | 99 | 100 | 99 | 98 | 101 | 116 | 100 | 93
CCCCCCCCCCCCCCCCCc1nc(-c2cc(OC)c(OC)c(OC)c2)no1 | 101 | 111 | nt | 105 | 106 | 111 | nt | 105
N/C(=N\O)c1ncc(-c2ccc(C(F)(F)F)cc2)c(NC2CCCCCC2)n1 | -92*[100 µM] | nt | -36*[100 µM] | nt | nt | -61*[100 µM] | -89*[100 µM] | -74*[100 µM]
OCC[C@@H]1C[C@@H]1c1cccs1 | 97 | 105 | 108 | 96 | 95 | 101 | 102 | 98
O=C(CNc1ccc(Cl)cc1)N1CCN(c2ncnc3c2cnn3-c2ccccc2)CC1 | 42 | 61 | 54 | 67 | 35 | 46 | 81 | 82
COc1ccc(C(=O)/C=C/c2sc(Cl)nc2Cl)cc1 | 6.1* | 12 | -25* | 78 | 65 | 12 | 33 | 68
O=C(O)CCCN1C(=O)/C(=C/c2cn(-c3ccccc3)nc2-c2ccc([N+](=O)[O-])cc2)SC1=S | -8.7* | 28 | 47 | 41 | 67 | 55 | 111 | 50
COc1cc(-c2nc3ccc(/C=C/C(=O)c4cc(OC)c(OC)c(OC)c4)cc3s2)ccc1F | 94 | nt | 73 | 86 | 90 | 99 | 93 | 83
O=C(CSc1nnc(COc2cnc3ccccc3n2)o1)Nc1cc(Cl)ccc1Cl | 93 | 101 | 102 | 98 | 86 | 98 | 81 | 107
CC(=O)C(CCCN(C)C)(c1ccccc1)c1ccccc1 | 89 | 104 | nt | 68 | 94 | 82 | 94 | 95
CCC(C)N(c1ccc(OC)cc1)c1nc(-c2ccc([N+](=O)[O-])cc2)cs1 (configuration not stated) | 95 | 91 | 79 | 94 | 91 | 80 | 88 | 96
NC(=O)c1cccc(-n2ccc3cc(NC(=O)Nc4cccc(C(F)(F)F)c4)ccc32)n1 | 87 | 71 | nt | 76 | 90 | 63 | 90 | 93
CSc1nc2c(c(=O)[nH]1)N=C1c3ccccc3C(=O)C1C(c1ccc(F)cc1)N2 (configuration not stated) | 43 | 52 | 68 | 56 | 75 | 76 | 58 | 64
Cc1nc2c(cnn2-c2ccccc2)c(=O)n1-c1ccc(NC(=O)c2ccccc2)cc1 | 76 | 50 | 56 | 71 | 34 | 32 | 71 | 62
COc1ccc(-c2cc(-c3cc(OC)c(OC)c(OC)c3)c(C#N)c(=O)n2CCCCC(=O)NO)cc1 | 57 | 27 | 36 | 72 | 66 | 27 | 52 | 65
COc1ccc2c(c1)CC[C@@H]1[C@@H]2CC[C@]2(C)C(=O)CC[C@@H]12 | 113 | 89 | 86 | 96 | 86 | 44 | 98 | 99
CC(=O)OCC1=C(C(=O)O)N2C(=O)[C@@H](NC(=O)Cc3cccs3)[C@H]2SC1 | 110 | 94 | 98 | nt | 108 | 88 | 116 | 116
CCCCNC(=O)C(C)C | 96 | 99 | 99 | 98 | 100 | 114 | 104 | 97
COc1ccc(-c2nc3c(c(-c4ccc(Cl)cc4)nn3-c3ccccc3)c(-c3ccc(Cl)cc3)c2C#N)cc1 | 98 | 106 | 104 | 105 | 105 | 100 | 110 | 104
Cc1c(O)c(=O)ccn1-c1ccc2scnc2c1 | 105 | 101 | 103 | 103 | 76 | 105 | 111 | 106
C1CCC(CCOCCC2CCCCC2)CC1 | 106 | 98 | 95 | 91 | 106 | 108 | 100 | 95
O=C(N/N=C/c1ccsc1)c1[nH]c2ccc(Br)cc2c1-c1ccccc1 | -74* | 6.7* | 1.5* | 3.4* | -26* | -8.2* | -51* | -65*
CCCCCCCCCCCCNc1ncnc2[nH]ncc12 | 74 | 68 | 63 | 71 | 51 | 66 | nt | 93
COc1cc(C2CC(c3ccc(Cl)cc3)=Nc3c(C)nn(-c4ccccc4)c3N2)ccc1Oc1nc2c(c(=O)n(C)c(=O)n2C)n1C (configuration not stated) | 92 | 81 | 71 | 86 | 91 | 45 | nt | 101
COC(=O)CCC(=O)Nc1cc(C)ccc1C | 105 | 102 | 101 | 85 | 101 | 108 | 88 | 93
CCOC(=O)C(C#N)C(=N)C1C(=O)OC2CCCCC21 (configuration not stated) | 115 | 103 | 104 | 94 | 122 | 101 | 84 | 104
NS(=O)(=O)c1ccc(Nc2nc(N=Nc3c(O)[nH]c4ccc(Cl)cc34)nc(Nc3ccccc3)n2)cc1 | 100 | 54 | 66 | 104 | 95 | 58 | 121 | 110
Cc1ccc(Oc2c(/C=N/NC(=O)Cn3c(=O)sc4ccccc43)c(C)nn2-c2ccccc2)cc1 | 59 | 41 | 33 | 33 | 38 | 8.7* | 46 | 71
N#CC(OC(=O)c1ccccc1)c1ccccc1 (configuration not stated) | 105&113 | 98&92 | 98&97 | 99&93 | 100 | 101&104 | 96&89 | 110&108
CCOC(=O)CC1C(CN=[N+]=[N-])OC(n2cnc3c(NC(=O)Nc4ccccc4)ncnc32)C1O[Si](C)(C)C(C)(C)C (configuration not stated) | 101 | 63 | 75 | 103 | 89 | 79 | 100 | 98
O=[N+]([O-])c1ccc2c(c1)C(N1CCN(CCO)CC1)Cc1ccc(F)cc1S2 (configuration not stated) | 93 | 92 | 99 | 79 | 78 | 84 | 85 | 77
CCOC(=O)c1c([N+](=O)[O-])c(C)[nH]c(=O)c1C#N | 113 | 109 | 122 | 112 | 111 | 107 | 95 | 102
c1ccc(CO[C@H]2CO[C@H]3[C@@H]2OC[C@H]3OCc2ccccc2)cc1 | 104 | 99 | nt | 111 | nt | 95 | nt | 98
CSc1nc2[nH]c(N)nc(=S)c2[nH]1 | 90 | 92 | 100 | 71 | 97 | 101 | 87 | 89
C=C(C)/C([O-])=N/[N+](C)(C)CC(O)CCCCCCCCCCCC (configuration not stated) | 91 | 62 | 49 | 73 | nt | 70 | 50 | 83
O=C(Cn1cc(CO)nn1)Nc1nc(-c2ccc(Br)cc2)cs1 | nt | 109 | 113 | 99 | 94 | 93 | 81 | 100
CCN(CC)CCOC(=O)c1cccc(-c2ccccc2)c1OCCN(CC)CC | 98 | 106 | 104 | 104 | 95 | 118 | 76 | 123

Record cards, from the list above.
`CSc1nc2[nH]c(N)nc(=S)c2[nH]1` as listed: M14 = 90; CCRF-CEM = 92; RPMI-8226 = 100; A549/ATCC = 71; EKVX = 97; MOLT-4 = 101; HOP-92 = 87; HOP-62 = 89
`C=C(C)/C([O-])=N/[N+](C)(C)CC(O)CCCCCCCCCCCC` (configuration not stated) as listed: M14 = 91; CCRF-CEM = 62; RPMI-8226 = 49; A549/ATCC = 73; EKVX = nt; MOLT-4 = 70; HOP-92 = 50; HOP-62 = 83
`N#CC(OC(=O)c1ccccc1)c1ccccc1` (configuration not stated) as listed: M14 = 105&113; CCRF-CEM = 98&92; RPMI-8226 = 98&97; A549/ATCC = 99&93; EKVX = 100; MOLT-4 = 101&104; HOP-92 = 96&89; HOP-62 = 110&108

Bioassay records (PubChem)
